Compound activity deposited in PubChem BioAssay by several laboratories.
EBV gp42 block: EBV gp42 inhibition. Q1HVG2. Fluorescence polarization binding assay, mP read-out. inhibition, % (tested at 21.74 µM). hit rate 0.42% among 220,000; in the data active = inhibition above about 50%
Target sequence (Q1HVG2 whole entry, looked up): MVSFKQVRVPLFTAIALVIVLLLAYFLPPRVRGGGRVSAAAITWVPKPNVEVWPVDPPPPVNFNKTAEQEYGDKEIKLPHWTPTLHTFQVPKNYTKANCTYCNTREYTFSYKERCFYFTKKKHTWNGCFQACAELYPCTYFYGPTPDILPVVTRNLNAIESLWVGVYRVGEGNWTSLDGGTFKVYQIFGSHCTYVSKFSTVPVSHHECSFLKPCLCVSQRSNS
Calpain2 inh: calpain II (pig) inhibition; purified calpain II, fluorogenic peptide substrate, 30 min; inhibition, % at 16 µM; hit rate 0.37% among 220,000;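 active = inhibition above about 50%, limit read from the data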
TbHK1 inh: T. brucei hexokinase 1 inhibition. recombinant TbHK1, G6PDH-coupled NADH A340. inhibition, % at 10 µM. hit rate 0.11% among 220,000. AID 1430;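 active = inhibition of 50% or more in the single-dose primary screen; inactive = inhibition below 50%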
Cl transport mod: KCC2 (human) Cl- transport modulation; Q9H2X9; hit rate 2.2% among 190,000; KCC2 cells, thallium flux FluoZin-2 fluorescence; B-score of Tl+ flux slope (higher = more flux/activation; lower = inhibition) at 10 µM;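 active = thallium flux slope and its plate-corrected score both differing from the plate sample mean at a set confidence after two filtering rounds, in either direction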;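 note: slope of fluorescence scaled to starting intensity during 10 to 20 s after thallium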
Furin inhibitor: human furin inhibition. P09958. purified furin, fluorogenic substrate cleavage. inhibition, % at 30 µM. hit rate 0.061% among 220,000. AID 463115; in the data active = inhibition above about 25%; note: inactives centre near -15
zfTRPN1 agonist: agonists of zebrafish TRPN1 channel. HEK293 zebrafish TRPN1-YFP, Fluo-8 calcium fluorescence; 100% = response to 87 µM carbachol. hit rate 0.18% among 220,000. AID 1424. activation, % at 3 µM;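 active = activation above its plate's cutoff, the mean activation of test wells on that plate plus 3 SD, cut at about 19% in these data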;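 note: 0% = DMSO alone and 100% = 87 µM carbachol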
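Assay system: Zebrafish TRPN1-YFP in HEK293 cells | Incubation: Dye loading 1 h at 37 °C, then 30 min room temperature | Measured by: Kinetic Fluo-8 fluorescence, ex 470-495, em 515-575 nm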
PPC-1+TRAIL kill: compounds killing PPC-1 cancer cells with TRAIL present (potentiator screen, no TRAIL-free arm); PPC-1 cells + TRAIL, ATPLite viability luminescence; hit rate 0.41% among 220,000; AID 1443; cell killing (% activity), % at 4 µM;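 active = cell killing above 50% in the first pass at 4 µM, then a duplicate retest at 5 µM averaging 50% or more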;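 note: plate controls were cells with TRAIL plus DMSO for no effect and medium-only wells lacking cells for full effect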
thrombin 1536: blocks human thrombin protease activity; P00734; alpha-thrombin, Boc-VPR-AMC fluorogenic substrate cleavage; inhibition, % at 5 µM; hit rate 0.26% among 220,000;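 active = inhibition at or above 40%; inactive = inhibition below 40%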;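 note: 0% = enzyme with no compound and 100% = wells without enzyme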
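Material: human alpha-thrombin enzyme / Medium: pH 7.5 Tris (50 mM) with NaCl 150 mM, Tween 20 0.05% / Compound: single-point dosing at 5 µM, 0.2% DMSO / Incubation: enzyme reaction carried out at room temperature / Detection: AMC fluorescence, 355/460 nm / Read-out basis: percent inhibition scaled between no-compound controls and no-enzyme blanks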
TRPML3 ag: agonists of human TRPML3 channel; HEK293 TRPML3-YFP, Fluo-8 calcium fluorescence; 100% = the carbachol control signal; activation, % at 3 µM; hit rate 0.29% among 220,000; AID 1448;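 active = activation above its plate's cutoff, the mean activation of the plate's test wells plus 3 SD, cut at about 12% in these data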;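 note: 0% = DMSO only wells and 100% = carbachol wells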
Target sequence (Q8TDD5 whole entry, looked up): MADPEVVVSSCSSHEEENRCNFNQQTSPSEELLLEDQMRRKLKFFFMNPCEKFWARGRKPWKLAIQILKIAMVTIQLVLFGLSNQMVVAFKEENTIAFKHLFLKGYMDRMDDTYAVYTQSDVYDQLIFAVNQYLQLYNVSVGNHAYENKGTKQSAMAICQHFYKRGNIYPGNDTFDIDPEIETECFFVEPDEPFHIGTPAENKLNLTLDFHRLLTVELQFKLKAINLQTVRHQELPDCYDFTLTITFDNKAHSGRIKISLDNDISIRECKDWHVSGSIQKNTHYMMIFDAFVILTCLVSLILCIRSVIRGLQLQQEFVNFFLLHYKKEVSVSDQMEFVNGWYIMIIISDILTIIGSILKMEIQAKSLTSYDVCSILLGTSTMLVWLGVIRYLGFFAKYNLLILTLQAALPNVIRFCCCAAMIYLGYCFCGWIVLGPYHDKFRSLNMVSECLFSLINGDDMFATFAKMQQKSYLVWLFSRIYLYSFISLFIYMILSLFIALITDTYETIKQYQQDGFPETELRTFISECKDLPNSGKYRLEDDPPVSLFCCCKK
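Material: HEK293 cells stably carrying human TRPML3-YFP; compound dosing: single dose, 3 µM final nominal compound, 0.3% DMSO final; incubation: 1-h 37 °C dye load, 5-s basal, 120-s post-compound reads; technique: Fluo-8 intracellular calcium fluorescence, excitation 470-495 nm, emission 515-575 nm; read-out basis: percent activation from peak-to-basal fluorescence ratio, scaled between DMSO and carbachol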
* = called active by the depositor; i = inactive; nt = not tested or not shown; [ ] = remark or other dose. Rows were taken by chance (roughly 3.6% active in at least one column).

SMILES | EBV gp42 block | Calpain2 inh | TbHK1 inh | Cl transport mod | Furin inhibitor | zfTRPN1 agonist | PPC-1+TRAIL kill | thrombin 1536 | TRPML3 ag
CN(C)c1nc(NCc2ccccc2)nc(SCC(=O)Nc2ccccc2)n1 | -9.7 | 28.4 | -0.2 | nt | -12.8[20 µM] | -2.2 | -1.8 | -0.3 | 0.1
COc1ccc(Br)c(C(=O)N2CCN(S(=O)(=O)c3cccs3)CC2)c1 | -26.1 | -11.9 | -3.7 | -0.563 | -26.1 | 0.8 | -1.6 | 1.0 | 0.4
Fc1ccc(NC(=S)Nc2cccnc2)c(Cl)c1 | 2.4 | 8.6 | -3.8 | 0.442 | -24.9 | -0.1 | -16.5 | 1.4 | 0.5
CC(OC(=O)c1ccc2ncsc2c1)C(=O)Nc1ncc(Cl)cc1Cl (stereo not drawn) | -8.0 | -15.2 | -2.5 | -0.649 | -23.7 | 0.5 | -0.5 | -5.9 | 0.2
CC(C)CNC(=O)C1CCN(c2ccc(S(=O)(=O)N3CCOCC3)cc2Cl)CC1 | -20.5 | -10.2 | 0.3 | 0.879 | -21.8 | 3.3 | 9.2 | -2.7 | 1.8
Cc1cc2ccccc2nc1SCC(=O)N1c2ccccc2CC1C (stereo not drawn) | -18.7 | 6.7 | 1.7 | 0.664 | 3.0[20 µM] | -1.1 | -5.6 | -2.7 | 0.4
CCN(CC)C(=O)N(CC)Cc1ccccc1 | -0.9 | 3.1 | -2.2 | -0.556 | -10.0 | -0.8 | 6.9 | -4.0 | 0.8
O=C(CN1C(=O)/C(=C/c2ccccc2F)Sc2ccccc21)NCc1cccnc1 | -2.4 | -19.7 | -6.4 | -1.86 | -17.0 | 3.1 | 19.0 | -0.1 | 1.6
O=C1/C(=C/c2cccnc2)SC(=S)N1c1ccc(F)cc1 | 8.1 | 23.6 | 30.5 | 0.156 | -3.4 | 0.1 | 23.1 | -4.8 | 1.2
Cc1ccc2c(c1)NCCO2 | -19.3 | -8.2 | 2.5 | 0.586 | -28.3 | 0.5 | -16.1 | -7.0 | 1.0
CCCCCCN(C(=O)CCCCCN1C(=O)NC(c2cccc([N+](=O)[O-])c2)C(C(=O)OCc2ccccc2)=C1C)C(C(=O)NCCCC)c1ccc(OCC(=O)OC)c(C(=O)OC)c1 (stereo not drawn) | -0.3 | 24.5 | -10.1 | -1.38 | -12.0 | nt | 34.1 | 2.0 | nt
O=C(Nc1ccccc1)N1N=CCC1c1ccccc1 (stereo not drawn) | -9.8 | 1.3 | -1.6 | 0.455 | 6.6 | 0.3 | 4.7 | 8.3 | 0.7
CCN(C(=O)c1cn(CC)c(=O)c2cc(OC)c(OC)cc12)c1ccccc1C | -15.5 | -25.3 | -6.5 | -0.25 | -10.7 | -0.5 | 0.7 | -2.6 | -0.1
N#Cc1ccc(NC(=O)COC(=O)CCc2nc3ccccc3c(=O)[nH]2)cc1 | -8.6 | 1.2 | -8.0 | nt | -10.2 | 0.6 | 15.5 | -2.5 | -0.4
C=C1C2(C(=O)Nc3nccs3)CCC(C2)C1(C)C (stereo not drawn) | 1.3 | -21.0 | 1.9 | nt | -15.8 | 0.6 | 10.1 | -7.8 | 0.9
COc1cccc(/C=C(\C(=O)O)c2ccccc2)c1 | 3.3 | 20.4 | 3.5 | 0.00567 | -11.4 | 1.5 | 8.6 | -2.8 | 1.2
O=C(/C=C/Nc1ccccc1Br)c1ccccn1 | -4.5 | 14.5 | -13.9 | -0.00782 | -16.0[20 µM] | -0.9 | 92.5*[5 µM] | -4.7 | 0.3
Cc1ccc(S(=O)(=O)N2CCCCC2C(=O)Nc2nncs2)cc1 (stereo not drawn) | -0.3 | -4.9 | 0.2 | 0.937 | -7.9 | -0.1 | 0.0 | -9.4 | 0.2
C=CCOC(=O)C1=C(C)Nc2ncnn2C1c1cccs1 (stereo not drawn) | -23.1 | -6.2 | -2.7 | -0.406 | -18.7[20 µM] | -0.9 | 2.5 | -4.5 | -0.6
CCOc1ccc(N2C(=O)CC(N(CCc3ccc(S(N)(=O)=O)cc3)C(C)=O)C2=O)cc1 (stereo not drawn) | -19.7 | 13.2 | 1.1 | 1.27 | -1.2 | 1.2 | -1.9 | 0.7 | 0.6
CCOc1cc(OCC)cc(C(=O)O)c1 | -1.7 | -4.1 | 1.7 | 0.0182 | -10.6[20 µM] | -0.4 | -16.3 | -15.6 | 1.0
CN(c1ccc(OCC(=O)NC2=NCCS2)cc1)S(=O)(=O)c1ccc(F)cc1 | -2.2 | 20.6 | -3.2 | -0.843 | -9.8 | 3.5 | 21.3 | -4.5 | 0.3
CCCN(CCC)CCCNS(=O)(=O)c1cc(Br)cc2c1N(C(C)=O)CC2 | 8.4 | 14.4 | 5.5 | 0.209 | -35.2 | 0.6 | -12.0 | 6.4 | 0.2
NS(=O)(=O)c1ccc(Cl)c(C(=O)Nc2ccccc2[N+](=O)[O-])c1 | -27.4 | -5.1 | -12.2 | -0.553 | -22.9 | -2.5 | 10.8 | -2.5 | -0.2
CCCCNC(=O)c1cccc(C(=O)NCCCC)c1 | -16.2 | 4.4 | 0.3 | nt | -16.7[20 µM] | -0.1 | 9.1 | 3.8 | 0.9
Going on with the list:
SMILES | EBV gp42 block | Calpain2 inh | TbHK1 inh | Cl transport mod | Furin inhibitor | zfTRPN1 agonist | PPC-1+TRAIL kill | thrombin 1536 | TRPML3 ag
N#Cc1cc2c(nc1SCC(=O)Nc1sc3c(c1C#N)CCC3)CCCC2 | -20.5 | -32.6 | 2.5 | 0.25 | -20.7[20 µM] | -0.7 | 16.5 | -2.8 | 1.3
CC(C)c1ccc(Nc2nc(Cl)nc(NCc3ccco3)n2)cc1 | -4.1 | 2.4 | -1.8 | 0.00896 | -26.6 | 1.7 | -12.6 | 7.6 | 1.1
O=C1CN(C(=O)COc2ccc(F)cc2Br)c2ccccc2N1 | -13.3 | -8.9 | -1.8 | -0.121 | -10.9 | 1.6 | -2.2 | 3.2 | 0.1
CC(=O)Nc1cccc(-c2csc(NCc3ccccc3)n2)c1 | -2.6 | -19.1 | -6.4 | -1.01 | -36.1 | 1.3 | 14.7 | -0.5 | -0.1
Cc1cccc2cc(CN(Cc3ccc(F)cc3)C(=O)N3CCOCC3)c3nnnn3c12 | -15.8 | 3.1 | -0.1 | -0.0262 | -7.1[20 µM] | 1.0 | 20.4 | -1.2 | 0.0
Cc1ccc(Nc2nnc(SCC(=O)Nc3cccc(S(=O)(=O)N4CCCCC4)c3)s2)cc1 | -21.8 | -18.3 | 7.0 | -0.443 | -17.9 | -0.8 | 2.3 | -5.4 | -0.8
O=C(CSc1ncn[nH]1)NC12CC3CC(CC(C3)C1)C2 | 7.0 | -39.6 | -1.8 | 0.0488 | -16.3[20 µM] | 0.1 | 13.5 | -3.5 | -0.1
COc1ccc(C(C)=O)cc1COC(=O)c1ccc(S(=O)(=O)N(C)C)cc1 | -9.8 | 19.5 | -4.3 | 0.108 | -15.2 | 1.4 | 6.7 | 0.6 | -0.1
CSc1ccc(-c2c(C#N)c(N)nc3c2CCCC3)cc1 | -3.8 | i | -25.1 | nt | -31.1 | -0.2 | -9.1 | -4.8 | -0.2
C/C(=N\NC(=O)Cc1cccn1C)c1ccco1 | -20.5 | 7.7 | -10.1 | 0.282 | -7.8 | -1.1 | 10.3 | -6.4 | -0.1
O=C(NCCn1ccc2ccccc21)c1cccc([N+](=O)[O-])c1 | -8.4 | -8.4 | -4.3 | 0.0104 | -13.2 | 0.2 | 6.6 | -9.6 | -0.1
CCC(C)(C)NC(=O)c1sccc1Oc1ccc(F)cc1[N+](=O)[O-] | -14.4 | 24.9 | 6.9 | nt | -0.2 | -2.6 | -13.4 | -4.0 | -0.6
O=C(CN(c1ccc2c(c1)OCCO2)S(=O)(=O)c1ccccc1)NCc1ccco1 | -9.1 | -18.3 | 1.7 | -0.00466 | -14.7[20 µM] | 0.5 | 5.8 | -4.4 | 0.4
Cc1sc2ncnc(N3CCC(C)CC3)c2c1C | 4.1 | 1.2 | 2.5 | 0.513 | -24.6[20 µM] | -0.9 | 2.8 | -0.2 | 0.1
Cc1cccc(NC(=O)C2CCCN(S(=O)(=O)c3cccc4cccnc34)C2)c1 (stereo not drawn) | -3.9 | 0.1 | 8.2 | nt | -36.5 | -0.2 | 1.7 | -2.5 | -0.5
COc1ccc2c(Cl)c(C(N)=O)sc2c1 | -28.8 | -4.8 | -1.4 | -0.958 | -17.9 | -0.4 | 12.9 | -2.4 | 0.1
C/C(CC(=O)Nc1ccccn1)=N\NC(=O)C(=O)Nc1ccccc1C | -17.1 | -4.1 | 0.0 | -0.144 | -10.6[20 µM] | -1.0 | -11.1 | -1.8 | 0.2
O=C(NCc1ccc(F)cc1)C1CCN(c2cnccn2)CC1 | -3.3 | -53.9 | -14.9 | -0.441 | -20.3 | 2.5 | 3.5 | -4.9 | 0.4
O=C(Nc1cccc(O)c1)c1cc2nc(-c3ccccc3)cc(-c3ccccc3)n2n1 | -10.8 | -256.2 | 0.4 | 1.13 | -5.1 | -0.7 | -4.9 | -6.2 | 0.4
CS(=O)Cc1cc(Sc2ccccc2)nc(-c2cccnc2)n1 (stereo not drawn) | -13.3 | 4.7 | -0.5 | -0.457 | -30.9 | 0.2 | -0.4 | -3.1 | 0.5
Cc1onc(-c2c(F)cccc2Cl)c1C(=O)ONC(=O)c1ccccc1 | -8.0 | 16.5 | 6.4 | nt | -10.4 | 0.3 | -4.9 | -0.9 | -0.9
CC(C)c1cc(C(N)=O)c(NC(=O)c2cccc(COc3ccc(Br)cc3)c2)s1 | -20.9 | i | -24.9 | -0.83 | -15.1[20 µM] | 0.8 | 31.8 | 0.0 | 0.6
Cc1nn(C)c(Oc2ccccc2)c1CCNS(=O)(=O)c1ccc(Cl)cc1 | -10.9 | 18.9 | -0.8 | 0.172 | -20.3[20 µM] | -1.2 | -2.9 | -3.0 | -1.0
COc1cccc(CNC(=O)C(=O)NCC2CCCO2)c1 (stereo not drawn) | -12.3 | -18.8 | -0.8 | 0.645 | -19.4[20 µM] | 2.2 | 7.5 | 1.6 | 0.4
CC(=O)Nc1cccc(-c2nnc(SCC(=O)N3CCCCC3)n2C)c1 | -27.5 | -0.6 | -2.5 | 0.0387 | -22.3 | 2.5 | 10.0 | -8.9 | 1.1
O=C(CN1c2ccccc2Sc2ccccc21)NNC(=S)Nc1ccc(Cl)cc1Cl | -14.1 | 21.5 | 26.7 | 0.165 | -3.5[20 µM] | -0.1 | 7.0 | -1.7 | -0.9
COC(=O)N/N=C/c1c(C)c(C(=O)c2ccc(F)cc2)n2ccccc12 | -42.2 | 8.8 | -6.7 | 0.00227 | -17.5 | 3.0 | 20.2 | 1.0 | 0.3
CCn1cc(C(=O)NCCCN2CCC(C)CC2)c2cc(OC)c(OC)cc2c1=O | 0.0 | -46.3 | -8.3 | 0.117 | -11.1 | 0.4 | 2.8 | -7.3 | 0.6
CC(C)(C)C1=Nn2c(nnc2-c2n[nH]c3c2CCC3)SC1 | -37.0 | 27.9 | 0.5 | nt | -22.2 | 0.0 | 17.6 | 4.4 | 0.0
